Screening data deposited in PubChem by National Center for Advancing Translational Sciences (NCATS).
ALOX12 inh: Primary qHTS assay for inhibitors of human arachidonate 12S-lipoxygenase (ALOX12): Round 2; Polyunsaturated fatty acid lipoxygenase ALOX12 (Homo sapiens), P18054; purified 12hLO, xylenol orange hydroperoxide absorbance; Potency, µM (titrated, usually from 108 µM), for the others: at the highest dose activity change, negative = inhibition, usual class: inhibitors; hit rate 1.1% among 580,000; AID 1671190, 2021; further: potency means the concentration at half of the fitted maximal effect; on the % scale 0 is the no-effect control and ±100 the full control effect
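Hydroperoxide product was detected by ferrous iron/xylenol orange as the 573 to 405 nm absorbance ratio. Arachidonic acid at 40 uM (final) was turned over for 30 min at room temperature by 150 nM human 12hLO, pH 7.0 Hepes buffer, after 15 min compound preincubation.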
POLB inh: qHTS Assay for Inhibitors of DNA Polymerase Beta | Pol beta primer extension/strand displacement, fluorescence kinetic | Potency, µM (doses to about 114 µM), inactives show at the top dose activity change, negative = inhibition, usual class: inhibitors | hit rate 1.3% among 340,000 | AID 485314, 2010; further: potency means the concentration at half of the fitted maximal effect; on the % scale 0 is the no-effect control and ±100 the full control effect
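10 nM enzyme + cpd, 15 min RT; start with substrate 50 nM final; read 0 min and after 10 min RT. Corrected, normalized data; 4-parameter Hill curve fit.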
BLM inh: qHTS Assay for Inhibitors of Bloom's syndrome helicase (BLM). hit rate 0.2% among 350,000. Potency, µM (doses to about 56.1 µM), inactives show at the top dose activity change, negative = inhibition, actives largely listed as inhibitors. recombinant BLM DNA unwinding, fluorescence dequenching. RecQ-like DNA helicase BLM (Homo sapiens), P54132;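 further: potency means the concentration at half of the fitted maximal effect; plate controls were vehicle for no effect and no enzyme for full effect; nearly all actives have a fitted effect of over 35% in size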
Pol kappa inh: qHTS for Inhibitors of Polymerase Kappa. DNA polymerase kappa (Homo sapiens), Q9UBT6. Potency, µM (titrated, usually from 107 µM), inactives show at the highest dose activity, negative = inhibition, hits mostly inhibitors. AID 588579, 2011. purified Pol kappa, fluorescent DNA synthesis assay, 10 min. hit rate 0.53% among 400,000; further: potency means the concentration at half of the fitted maximal effect; on the % scale 0 is the no-effect control and ±100 the full control effect
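First, compounds were pin-transferred onto 10 nM Pol kappa. After 15 min at room temperature, substrate was added to 50 nM final. Fluorescence was then measured kinetically at 0 and 10 min.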
ERG-DNA inh: qHTS for Small Molecule Inhibitors of the ERG Ets/DNA interaction | fluorescence polarization, His-ERG Ets domain / labelled DNA | Potency, µM (titrated, usually from 76.9 µM), for inactives: at the top dose FP activity, negative = inhibition, hits mostly inhibitors | hit rate 0.028% among 370,000; active means well fitted inhibition curve with a large enough effect in the polarisation, with a control signal flat; inconclusive means small, poorly fitted or top-dose-only effect, or effect the other way, or a change in a side signal; inactive means no such curve, though single readings can be large or run the other way; the % refers to the polarisation;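 further: polarization taken with two DNA probes labelled with fluorescein and Texas red; potency means the concentration at half of the fitted maximal effect; % of control where 0% means no effect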
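His-tagged ERG Ets domain (1 uM in the protein solution; 300mM KCl, 50mM Tris-HCl, 1mM EDTA, 1mM DTT, pH 7.5) received compound, then a probe mix of 5 nM fluorescein-DNA and 100nM Texas-615-DNA. Fluorescence polarization was read for both dyes.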
Anesthetic bind: qHTS Assay for Identification of Novel General Anesthetics | apoferritin/1-aminoanthracene competitive binding, fluorescence | hit rate 0.074% among 350,000 | Ferritin light chain (Equus caballus), P02791 | Potency, µM (series often up to 77.5 µM), inactives show at the top dose activity change, negative = displacement, actives largely listed as inhibitors | AID 485281, 2010; further: potency means the concentration at half of the fitted maximal effect; on the % scale 0 is the no-effect control and ±100 the full control effect; nearly all actives have a fitted effect of over 20% in size
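In PBS, apoferritin at 10 uM is loaded with 1-AMA from a 50% saturated solution. After 10 min of compound exposure at ambient temperature, reduced 535 nm fluorescence indicates probe displacement.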
TRHR ag: qHTS for Small Molecule Agonists and Allosteric Enhancers of Human TRH Receptor: Primary Screen for Agonists | TRHR cells, calcium flux fluo-8, FDSS agonist mode | activation, % at 2 µM | hit rate 0.18% among 360,000 | AID 493084, 2011; in the data active means activation above about 30%; further: 0% is about no effect
Target sequence (P34981 whole entry, looked up): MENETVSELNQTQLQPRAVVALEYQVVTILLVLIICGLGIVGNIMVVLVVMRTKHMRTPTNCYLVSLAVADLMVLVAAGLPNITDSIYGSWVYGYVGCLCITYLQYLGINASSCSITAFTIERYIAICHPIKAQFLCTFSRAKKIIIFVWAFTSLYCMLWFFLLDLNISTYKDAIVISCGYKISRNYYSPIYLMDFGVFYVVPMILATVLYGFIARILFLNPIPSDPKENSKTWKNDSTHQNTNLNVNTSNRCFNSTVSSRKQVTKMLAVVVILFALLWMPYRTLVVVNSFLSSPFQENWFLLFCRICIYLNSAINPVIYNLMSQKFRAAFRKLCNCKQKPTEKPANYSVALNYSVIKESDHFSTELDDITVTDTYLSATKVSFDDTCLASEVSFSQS
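Agonist-mode FDSS calcium read (Ex 480/Em 530, 1 s cycles) in 1536-well TRHR cells with fluo-8 dye, after 10-cycle baseline and 23 nL compound addition; TRH at EC20 (10 nM final) added afterwards for the enhancer phase.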
Pol iota inh: qHTS for Inhibitors of Polymerase Iota. DNA polymerase iota (Homo sapiens), Q9UNA4. Pol iota fluorescent replication assay, 10 min. Potency, µM (highest dose often 115 µM), for inactives: top-dose activity, negative = inhibition, hits mostly inhibitors. hit rate 1% among 390,000. AID 588590, 2011; further: potency means the concentration at half of the fitted maximal effect
Target sequence (Q9UNA4 whole entry, looked up): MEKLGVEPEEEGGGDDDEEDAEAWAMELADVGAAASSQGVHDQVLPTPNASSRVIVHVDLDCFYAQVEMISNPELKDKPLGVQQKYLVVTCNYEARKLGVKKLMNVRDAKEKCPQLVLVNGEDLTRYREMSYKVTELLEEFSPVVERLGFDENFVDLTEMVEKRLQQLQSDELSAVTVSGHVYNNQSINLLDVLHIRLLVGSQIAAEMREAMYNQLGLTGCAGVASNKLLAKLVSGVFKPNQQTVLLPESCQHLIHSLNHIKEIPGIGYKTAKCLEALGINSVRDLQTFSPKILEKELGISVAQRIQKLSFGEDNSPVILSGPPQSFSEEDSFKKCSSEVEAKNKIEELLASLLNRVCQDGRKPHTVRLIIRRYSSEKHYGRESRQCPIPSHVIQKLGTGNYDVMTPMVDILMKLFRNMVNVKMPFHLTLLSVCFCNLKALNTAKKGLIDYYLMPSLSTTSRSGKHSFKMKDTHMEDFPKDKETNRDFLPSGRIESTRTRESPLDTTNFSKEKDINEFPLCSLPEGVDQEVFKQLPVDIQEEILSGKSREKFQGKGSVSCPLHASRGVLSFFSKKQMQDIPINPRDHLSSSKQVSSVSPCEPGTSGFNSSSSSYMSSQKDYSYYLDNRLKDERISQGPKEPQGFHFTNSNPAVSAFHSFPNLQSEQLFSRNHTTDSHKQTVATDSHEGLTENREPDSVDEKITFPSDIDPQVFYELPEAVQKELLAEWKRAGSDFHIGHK
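Pol iota at 10 nM preincubated 15 min with compounds at room temperature; reaction started with fluorescent substrate, 50 nM final. Fluorescence read kinetically at 0 and 10 min; buffer-only wells as negative control.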
APE1 inh: qHTS Assay for Inhibitors of the Human Apurinic/apyrimidinic Endonuclease 1 (APE1) | hit rate 0.35% among 350,000 | recombinant APE1, TAMRA/BHQ-2 abasic DNA cleavage fluorescence | DNA repair nuclease/redox regulator APEX1 (Homo sapiens), P27695 | Potency, µM (highest dose often 65.8 µM), for the others: at the top dose activity change, negative = inhibition, hits mostly inhibitors;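 further: potency means the concentration at half of the fitted maximal effect; plate controls were vehicle for no effect and reference inhibitor for full effect; nearly all actives have a fitted effect of over 55% in size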
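Activity was derived from the fluorescence gain between first and third kinetic reads (60 s intervals, ex 525/em 598 nm) after 50 nM THF-abasic TAMRA/BHQ-2 duplex was added to 0.75 nM APE1 preincubated 15 min with compound.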
* hit, by the source's call; ? = inconclusive; · = no result given; [ ] = another dose, or the depositor's remark. Unless noted, the call rests on the fitted dose curve; in most records, active means well fitted curve in the direction sought with a large enough effect; inconclusive means small, poorly fitted or top-dose-only effect, or another doubt; inactive means no such curve, though single readings can be large; an effect the other way counts as inactive or inconclusive. This is a subset; rates above refer to the full screens.

SMILES	ALOX12 inh	POLB inh	BLM inh	Pol kappa inh	ERG-DNA inh	Anesthetic bind	TRHR ag	Pol iota inh	APE1 inh
CCC(=O)NC(=S)Nc1cccc(NC(=O)c2ccccc2Cl)c1	?	2%	-5%	-11%	-1%	-21%	1.0	12%	-3%
CCc1ccccc1OCC(=O)Nc1ccc(S(=O)(=O)Nc2nc(C)cc(C)n2)cc1	-28%	-3%	-6%	-7%	-1%	-5%	-0.7	-14%	·
Cc1ccc(-n2c(N)c(C(=O)Nc3ccccc3F)sc2=S)cc1C	?	-2%	-12%	-13%	-9%	-4%	-0.2	-21%	0%
Cc1ccc(C2=NS(=O)(=O)N(C)C(C(=O)NCc3ccc4c(c3)OCO4)=C2)cc1	3%	-14%	-8%	-13%	-3%	-23%	-0.5	?	2%
Oc1ccc(Cl)cc1-c1cc(-c2ccco2)[nH]n1	?	0%	-18%	-19%	0%	?	2.5	-36%	-3%
COc1ccc(C(CC(=O)O)NC(=O)c2ccccc2[N+](=O)[O-])cc1 (centres undefined)	-3%	-3%	1%	-11%	7%	-2%	-2.1	2%	0%
Cc1cc(C)c(NC(=O)Cn2nc3c(cc2=O)CCCC3)c(C)c1	-17%	1%	-1%	-7%[60.1 µM]	6%	-2%	0.3	29%	·
CCN1CCN(c2cc(C(C)C)nc3c(-c4ccccc4)c(C)nn23)CC1	?	3%	-3%	-4%	6%	-1%	-0.8	-2%	-8%
Cc1nn(-c2ccccc2)c2c1cc1c(=O)[nH]c(=O)nc-1n2-c1cccc(C(F)(F)F)c1	-21%	-26%	-1%	-7%	?	69%[activator]	-1.1	?	·
CCOc1ccc(-c2nnn(CC(=O)N3CCN(c4ccc(F)cc4)CC3)n2)cc1OCC	18%	3%	0%	1%	3%	-1%	1.7	17%	?
O=C(CC1CC2CCC1C2)N1CCN(S(=O)(=O)c2ccccc2C(F)(F)F)CC1 (centres undefined)	26%	·	·	2%	-3%	·	-0.4	29%	5%
O=C1OCCC1Sc1nnc(-c2ccc3c(c2)OCO3)o1 (centres undefined)	3%	64%[activator]	0%	10%	-1%	-6%	0.4	9%	3%
C=CCn1c(COc2ccccc2)nnc1SCC(=O)N/N=C/c1cc(Cl)ccc1O	16%	6%	-8%	-2%	5%	-22%	-0.5	1%	0%
COc1ccc(OC)c(NC(=O)CSc2ccc(-c3sc(C)nc3C)nn2)c1	-23%	?	-5%	-1%[60.1 µM]	5%	-16%	-0.3	-4%	·
CC(NC(=O)c1ccc(Br)s1)C1CCCO1 (centres undefined)	6%	44%	-3%	-1%	-5%	-23%	-0.1	29%	-9%
COc1ccccc1NC(=O)CN1C(=O)C(c2ccc(F)cc2)=NC1(C)C	-3%	-2%	0%	-4%	-2%	-9%	-0.1	20%	·
O=C(COC(=O)c1c(F)cccc1F)Nc1ccc2c(c1)OCO2	-4%	·	·	-13%	8%	·	-0.3	?	6%
Cc1cc(OCC(=O)O)c2ccccc2n1	0%	12%	2%	-1%	-6%	-9%	0.1	14%	-5%
CN1CCN(CCCNC(=O)c2ccc(/C=C3/Sc4ccccc4N(Cc4cccc(Cl)c4)C3=O)cc2)CC1	?	15%	9%	12%	3%	-20%	0.5	3%	6%
CCN=C1SC(C(=O)Nc2cccc(OCC)c2)CC(=O)N1CC (centres undefined)	19%	3%	0%	-13%	·	-13%	0.4	13%	-1%

Record cards (already shown). Values in the order: ALOX12 inh	POLB inh	BLM inh	Pol kappa inh	ERG-DNA inh	Anesthetic bind	TRHR ag	Pol iota inh	APE1 inh
Cc1ccc(-n2c(N)c(C(=O)Nc3ccccc3F)sc2=S)cc1C across the screens: ?	-2%	-12%	-13%	-9%	-4%	-0.2	-21%	0%
CN1CCN(CCCNC(=O)c2ccc(/C=C3/Sc4ccccc4N(Cc4cccc(Cl)c4)C3=O)cc2)CC1 across the screens: ?	15%	9%	12%	3%	-20%	0.5	3%	6%
Cc1cc(C)c(NC(=O)Cn2nc3c(cc2=O)CCCC3)c(C)c1 across the screens: -17%	1%	-1%	-7%[60.1 µM]	6%	-2%	0.3	29%	·
CCOc1ccc(-c2nnn(CC(=O)N3CCN(c4ccc(F)cc4)CC3)n2)cc1OCC across the screens: 18%	3%	0%	1%	3%	-1%	1.7	17%	?

(more compounds)
SMILES	ALOX12 inh	POLB inh	BLM inh	Pol kappa inh	ERG-DNA inh	Anesthetic bind	TRHR ag	Pol iota inh	APE1 inh
Cc1cc(=O)[nH]c2n[nH]c(-c3ccccc3)c12	1%	1%	4%	-10%	-1%	-19%	-0.1	11%	4%
COc1cc(C(=O)Nc2c(C)cc(C)cc2C)c(-n2cnnn2)cc1OC	0%	17%	0%	-6%	2%	-4%	0.1	27%	-6%
O=C(CCCNS(=O)(=O)c1ccc(Cl)c(Cl)c1)NCCc1ccccn1	11%	-13%	-7%	-14%	-12%	-6%	-1.8	95%[activator]	4%
COc1cc(S(=O)(=O)N2CCC(N3CCCCC3)CC2)ccc1-n1cnnn1	-7%	4%	1%	3%	9%	-4%	0.8	?	-4%
CC(C)C[C@H](NC(=O)[C@H](CO)NC(=O)[C@@H]1CCCN1C(=O)[C@H](Cc1ccc(O)cc1)NC(=O)[C@H](CC(C)C)NC(=O)[C@H](CC(C)C)NC(=O)[C@@H]1CCCN1C(=O)[C@@H](NC(=O)[C@H](CO)NC(=O)[C@H](CO)NC(=O)[C@H](CO)NC(=O)[C@H](CO)NC(=O)[C@@H]1CCCN1C(=O)[C@@H](NC(=O)[C@@H](N)CO)C(C)C)[C@@H](C)O)C(=O)N[C@@H](C)C(=O)N[C@@H](CC(C)C)C(=O)N1CCC[C@H]1C(=O)N[C@@H](C)C(=O)N1CCC[C@H]1C(=O)O	·	·	5%	18%[60.1 µM]	·	3%	·	·	1%
N/C(=N\OC(=O)c1ccc(Cl)c([N+](=O)[O-])c1)c1ccccn1	0%	-15%	0%	-29%	-10%	-6%	-0.5	64%[activator]	5%
COc1ccc(NS(=O)(=O)c2ccc(O)c(C(=O)OCC(=O)Nc3ccc4c(c3)OCCO4)c2)cc1	-20%	?	-10%	-15%	2%	4%	-0.8	4%	1%
CCOc1ccc(C2C([N+](=O)[O-])=C(C)N(C)C(=O)N2C)cc1OC (centres undefined)	-1%	7%	-6%	-6%	7%	-17%	-0.2	7%	4%
CC(C)OC(=O)CSc1nnc(CNc2cccc(Cl)c2)n1C	0%[57.4 µM]	-28%	3%	9%	10%	-2%	0.6	-1%	6%
CCOCC(=O)Nc1nnc(COCC)s1	-23%	0%	0%	3%	2%	-7%	0.6	-4%	-2%
CSc1nnc2c(n1)OC1(Nc3ccccc3-2)C(=O)Nc2ccccc21 (centres undefined)	-4%	41%	-1%	-6%	5%	-8%	0.6	-1%	2%
CC(=O)N1c2ccc(S(=O)(=O)N3CCCCC3)cc2CC1C(=O)Nc1cccc(C)c1 (centres undefined)	-28%	?	-6%	-17%	2%	?	0.0	5%	-6%
Cc1ccc(C)c(N2CCN(C(=O)CCc3nc4ccccc4[nH]3)CC2)c1	15%	10%	2%	-7%	7%	-4%	-0.9	-10%	1%
Cc1cccc(Nc2nnc(SCC3CCCCO3)s2)c1 (centres undefined)	0%	0%	1%	-5%	0%	?	0.2	-28%	7%
C=CCc1ccccc1OCC(O)CN1CCN(C(=O)OCC)CC1 (centres undefined)	3%	19%	-10%	-6%	-7%	-15%	-0.9	17%	6%
Cc1ccc(C(=O)c2oc3ccccc3c2NC(=O)COc2ccccc2C)cc1	-15%	14%	2%	9%	6%	-2%	-0.3	2%	·
CCC(C)N1CCN(C(=O)c2cc(OC)cc(OC)c2)CC1 (centres undefined)	?	12%	4%	14%	3%	-4%	0.2	27%	4%
Cc1ccc(CNC(=O)c2cc(S(=O)(=O)N3CCCCC3)ccc2N2CCOCC2)cc1	147%[activator]	·	·	-12%	-2%	·	0.2	11%	13%
COc1ccc(Cl)c(Cn2c(NCC(C)O)nc3c2c(=O)n(C)c(=O)n3C)c1 (centres undefined)	48%[activator]	30%	2%	-16%	-14%	0%	-0.5	11%	-16%
CNC(=O)C1CCN(S(=O)(=O)c2c(C)noc2/C=C/c2ccc(C)cc2)CC1	-5%	36%	-1%	6%	8%	-16%	0.7	-2%	37%
COc1nc(N)c(S(=O)(=O)c2ccccc2)cc1C#N	-17%	-15%	-2%	-12%	1%	-15%	0.3	19%	-5%
CC1CCN(CC2CCN(C(=O)Nc3ccc(Br)cc3F)CC2)CC1	-27%	14%	-1%	-5%	3%	-13%	2.9	-26%	·
Cc1cccc(N2CCN(C(=O)C(C)C)CC2)c1C	-8%	0%	1%	3%	7%	-13%	-0.4	?	-5%
CC(C)CSc1ccccc1NC(=O)c1sc2nc(-c3ccncc3)ccc2c1N	-28%	?	-14%	-7%	-3%	-14%	5.0	-5%	·
O=C(COC(=O)[C@H](Cc1ccccc1)NC(=O)c1cccs1)Nc1c(Cl)cccc1Cl	-6%	13%	-2%	-4%	11%	1%	-1.1	-2%	1%
COc1cc([N+](=O)[O-])cc(/C=N/NC(=O)Cn2cncn2)c1O	2%	4%	-9%	-19%	-2%	-13%	0.1	?	0%
COc1ccc(N(C)C(=O)c2cc3c(s2)-c2ccccc2OC3)c(OC)c1	35%[activator][57.4 µM]	2%	-9%	-12%	3%	0%	-0.6	-11%	-2%
